Bioassay records as filed in PubChem.
IMPase Li cell = qHTS Assay for Identifying the Cell-Membrane Permeable IMPase Inhibitors: Potentiation with Lithium. Potency, µM (top dose mostly 59.4 µM), for inactives: at the top dose activity, negative = IMPase inhibition, usual class: inhibitors. CHO-M1 cells, IP1 TR-FRET (IP-One), carbachol + lithium. 210,000 tested, 0.35% active;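 also: IP1 builds up when IMPase is blocked and the TR-FRET signal falls; plate controls were basal vehicle for no effect and high inhibitor control for full effect; nearly all actives have a fitted effect of over 50% in size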
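Readout is a homogeneous TR-FRET IP1 immunoassay (Ex 320, Em 665 and 620), where raised cytosolic IP1 lowers signal. Cells were CHO-M1 treated 30 min at 37C with test compounds plus a little lithium; AC50 values came from Hill-equation fitting.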
HTT ATP protect = qHTS Multiplex Assay to Identify Dual Action Probes in a Cell Model of Huntington: Cytoprotection (ATP). PC12 HTT-Q103 induced, cytoprotection, ATP luminescence, 40 h. Potency, µM (highest dose often 56.4 µM), without a hit: cytoprotection (ATP increase), actives largely listed as activators. 230,000 tested, 0.14% active;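 also: % of control where 0% means no effect; nearly all actives have a fitted effect of over 45% in size; toxic huntingtin expression switched on by the ecdysone agonist tebufenozide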
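Stable PC12 Q103-GFP cells in serum-supplemented, phenol red-free DMEM; induction by tebufenozide at 100 nM final; compound dose series; cell viability quantified luminescently from ATP.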
GAA glycogen = qHTS Assay for Inhibitors and Activators of Human alpha-Glucosidase Cleavage of Glycogen. recombinant GAA, glycogen substrate, Amplex Red glucose oxidase fluorescence. Potency, µM (series often up to 76.4 µM), for the others: top-dose activity change, negative = inhibition, most hits filed as inhibitors. 300,000 tested, 0.38% active;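 also: 0% = full enzyme reaction and -100% = no-enzyme basal signal; the screen sought inhibitors and activators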
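Recombinant human enzyme (4 nM); glycogen substrate; 37 C, 40 min, pH 5.0. Readout: coupled glucose oxidase/Amplex Red fluorescence.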
GAA spleen mod = qHTS Assay for Inhibitors and Activators of Human alpha-Glucosidase From Spleen Homogenate; Lysosomal alpha-glucosidase (Homo sapiens), P10253; human spleen homogenate, 4-MU-alpha-glucoside fluorescence; Potency, µM (titrated, usually from 79.9 µM), inactives show at the highest dose activity change, negative = inhibition, actives largely listed as inhibitors; 240,000 tested, 0.006% active;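 also: 0% = enzyme with vehicle and -100% = no enzyme basal signal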
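Human spleen homogenate (1 ug) incubated with compounds and 1 mM 4-methylumbelliferyl-alpha-D-glucopyranoside in pH 5.0 citrate/phosphate buffer, 37 C, 40 min. Stopped at pH 10; 4-MU fluorescence (Ex 365/Em 440 nm); AC50 by Hill fit.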
GAA inh = qHTS Assay for Inhibitors of Human alpha-Glucosidase as a Potential Chaperone Treatment of Pompe Disease; 200,000 tested, 0.005% active; Potency, µM (series often up to 76.9 µM), for the others: at the top dose activity change, negative = inhibition, most hits filed as inhibitors; Lysosomal alpha-glucosidase (Homo sapiens), P10253; purified human GAA, 4-MU-alpha-glucoside fluorescence;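 also: plate controls were uninhibited enzyme wells for no effect and no-enzyme background for full effect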
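Read-out is 4-methylumbelliferone fluorescence (Ex 365/Em 440 nm) after NaOH/glycine stop at pH 10. Enzyme 4 nM, substrate 400 uM, pH 5.0 citrate buffer, 20 min room temperature; AC50 from Hill-equation concentration-response.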
RGS12 GoLoco inh = qHTS Assay for Inhibitors of RGS12 GoLoco Motif Activity (Red Fluorophore); Guanine nucleotide-binding protein G(i) subunit alpha-1 (Homo sapiens), P63096; AID 880, 2007; 230,000 tested, 0.44% active; Gai1:RGS12 GoLoco peptide FP, rhodamine, 10 min; Potency, µM (highest dose often 61.6 µM), for the others: at the top dose activity, negative = inhibition, actives largely listed as inhibitors; active = well fitted inhibition curve with a large enough effect, not every such curve was filed as active; inactive = no such curve, though single readings can be large or run the other way; also: % is scaled to controls: 0 for no effect and ±100 for the full control effect; nearly all actives have a fitted effect of over 30% in size; many of its hits are not listed in these tables
Target sequence (P63096 whole entry, looked up): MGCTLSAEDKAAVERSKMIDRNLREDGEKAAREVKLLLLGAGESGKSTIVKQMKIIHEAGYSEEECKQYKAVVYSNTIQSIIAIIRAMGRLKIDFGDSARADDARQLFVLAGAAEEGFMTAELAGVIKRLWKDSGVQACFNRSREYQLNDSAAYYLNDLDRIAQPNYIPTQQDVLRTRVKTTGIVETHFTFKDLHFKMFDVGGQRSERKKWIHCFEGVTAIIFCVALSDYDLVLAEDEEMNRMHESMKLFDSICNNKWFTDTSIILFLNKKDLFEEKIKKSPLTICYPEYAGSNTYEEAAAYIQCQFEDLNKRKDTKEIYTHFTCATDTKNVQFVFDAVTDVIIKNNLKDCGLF
HTT aggregate = qHTS Multiplex Assay to Identify Dual Action Probes in a Cell Model of Huntington: Aggregate Formation (GFP) | PC12 HttQ103-GFP aggregates, Acumen cytometry, 40 h | Potency, µM (top dose mostly 46.1 µM), for inactives: top-dose activity change, negative = inhibition, hits mostly inhibitors | 220,000 tested, 1.1% active | AID 1688, 2009; also: % is scaled to controls: 0 for no effect and ±100 for the full control effect; nearly all actives have a fitted effect of over 60% in size
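Quantitative HTS on tebufenozide-induced (100 nM) PC12 cells stably expressing polyQ103 Huntingtin exon 1–GFP. Reduction of bright GFP aggregates, detected by laser scanning cytometry after lysis, identified actives across the titration.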
Active calls of the source: *; ? = inconclusive; . = not tested or not shown; & = joins results of further samples; [ ] = remark or other dose. Unless noted, calls follow the shape of the dose curve; as a rule, active = well fitted curve in the direction sought with a large enough effect; inconclusive = small, poorly fitted or top-dose-only effect, or another doubt; inactive = no such curve, though single readings can be large; an effect the other way counts as inactive or inconclusive. Potency is read from the fitted curve at half-maximal effect. This is a subset; count on the stated rates, not on these rows.

The first four entries, ahead of the listing:
SMILES	IMPase Li cell	HTT ATP protect	GAA glycogen	GAA spleen mod	GAA inh	RGS12 GoLoco inh	HTT aggregate
COc1ccc(CCN(Cc2cc3cc(C)cc(C)c3nc2Cl)C(=O)C2CC2)cc1	11.6%[38.3 µM]	-18.2%	-2.0%	-6.1%	-2.4%	-1.8%	?
Clc1ccccc1NN(Cc1ccncc1)c1ccccc1Cl	14.3%	-3.6%[10 µM]	.	.	.	-3.1%[14.2 µM]	.
Cc1ccc(OCC(=O)NCC(=O)Nc2ccc(F)c(F)c2F)c([N+](=O)[O-])n1	-1.3%	2.1%[10 µM]	9.2%	-6.7%	-0.7%	2.4%	?
Cc1nn(C)cc1/C=C/C(=O)c1ccc(O)cc1	5.3%	30.5%[10 µM]	10.0%	-13.8%	-4.3%	6.1%	19.0%

The listing, previewed entries included:
SMILES	IMPase Li cell	HTT ATP protect	GAA glycogen	GAA spleen mod	GAA inh	RGS12 GoLoco inh	HTT aggregate
COc1ccc(CCN(Cc2cc3cc(C)cc(C)c3nc2Cl)C(=O)C2CC2)cc1	11.6%[38.3 µM]	-18.2%	-2.0%	-6.1%	-2.4%	-1.8%	?
Clc1ccccc1NN(Cc1ccncc1)c1ccccc1Cl	14.3%	-3.6%[10 µM]	.	.	.	-3.1%[14.2 µM]	.
Cc1ccc(OCC(=O)NCC(=O)Nc2ccc(F)c(F)c2F)c([N+](=O)[O-])n1	-1.3%	2.1%[10 µM]	9.2%	-6.7%	-0.7%	2.4%	?
Cc1nn(C)cc1/C=C/C(=O)c1ccc(O)cc1	5.3%	30.5%[10 µM]	10.0%	-13.8%	-4.3%	6.1%	19.0%
CC(=O)Nc1ccc(S(=O)(=O)NCCC(=O)Nc2ccc(C)c(Cl)c2)cc1	-3.5%	12.5%[10 µM]	12.1%	-6.2%	-12.5%	7.6%	21.8%
CCCCCCCCCCCCCCCC(N)=O	-3.4%	-32.6%	.	11.2%	.	3.8%	.
Cn1c(=O)c2cc(S(=O)(=O)NC(C(=O)Nc3cccc(F)c3)c3ccccc3)ccc2n(C)c1=O (stereo not drawn)	-1.1%[38.3 µM]	-20.5%	13.1%	-2.9%	?	-2.0%	6.1%
O=[N+]([O-])c1ccc(NC(=S)NCC(c2cccnc2)N2CCOCC2)cc1 (stereo not drawn)	-5.0%	6.8%	-4.0%	-13.5%	2.7%	0.9%	-0.2%
O=C(NC1(C(F)(F)F)C(=O)Nc2c1c(=O)[nH]c(=O)n2Cc1ccccc1)c1ccc(Cl)cc1Cl (stereo not drawn)	0.0%[38.3 µM]	5.4%	1.8%	3.0%	-5.4%	2.9%	9.3%
CCOc1ccc(CNc2nc3ccccc3n2CCN2CCOCC2)cc1	8.0%	12.4%[1.9 µM]	-0.9%	-3.1%	-4.8%	9.6%	-22.8%
O=c1[nH][nH]c(-c2ccccc2)c1C=Nc1ccc(Cl)cc1	-16.3%[38.3 µM]	1.5%	-1.8%	?	0.6%	9.7%	13.4%
CC1(c2ccccc2)NC(=S)N2C1NC(=S)N2c1ccccc1 (stereo not drawn)	11.7%[38.3 µM]	7.7%	-16.3%	3.8%	6.8%	57.6%[activator]	-6.5%[9.22 µM]
O=C1NCCCC1C(=O)Nc1ccccc1C(F)(F)F (stereo not drawn)	-4.1%[38.3 µM]	3.5%	-0.6%	-8.1%	1.0%	5.8%	2.8%
O=C(Nc1cccc(C(F)(F)F)c1)c1cccnc1NCCc1ccccc1	-29.3%	1.4%[10 µM]	-12.9%	-2.9%	-2.9%	-8.6%	?
COc1cc(OC)cc(C(=O)Nc2ccccc2C(=O)N2CCCC2)c1	-2.4%[38.3 µM]	-26.4%	6.2%	1.7%	4.5%	-0.1%	16.3%
COc1cc(C(=S)N2CCOCC2)ccc1OC(=O)c1cc([N+](=O)[O-])cc([N+](=O)[O-])c1	6.6%	17.7%[10 µM]	4.0%	-6.0%	-1.2%	-1.2%	-14.2%
CC1Oc2ccccc2C=C1C1/C(=C(/O)c2ccccc2)C(=O)C(=O)N1CCCN(C)C (stereo not drawn)	-13.3%[38.3 µM]	-9.0%	-1.6%	-2.9%	-10.1%	1.4%	18.2%
CSc1ncccc1C(=O)OCc1cccc([N+](=O)[O-])c1	7.9%	-2.7%	0.8%	5.9%	3.3%	-1.4%	?
CC(=O)N(CC(=O)Nc1nn(-c2ccccc2)nc1C(N)=O)Cc1ccccc1	-0.8%[38.3 µM]	16.0%	-3.8%	-10.7%	0.5%	7.2%	3.8%
CCCCc1[nH]c(=O)c(C#N)c2c1CSC(C)(C)C2	.	-14.0%	9.6%	9.0%	?	.	?
O=C1[C@@H]2C(c3cccnc3)=NO[C@@H]2C(=O)N1c1ccc(Br)cc1	.	21.4%[10 µM]	-4.8%	5.5%	-1.0%[15.4 µM]	-31.9%	15.5%[9.22 µM]
O=C(Cn1cc([N+](=O)[O-])cn1)Nc1nc2ccccc2s1	0.3%	-3.3%[10 µM]	-2.5%	-5.5%	-3.3%	0.2%	16.9%
CCSc1nc2ccc(C)cc2cc1C#N	-9.8%	-3.4%[10 µM]	2.7%	4.2%	0.3%	11.1%	2.6%[9.22 µM]
COC(=O)C1SCC2C(=O)N(Cc3ccc(Cl)c(Cl)c3)CC(=O)N21 (stereo not drawn)	4.6%	-20.4%	-1.1%	.	-4.6%	4.8%	10.3%
CS(=O)(=O)N1N=C(c2cccs2)CC1c1ccccc1O (stereo not drawn)	5.4%	4.7%[10 µM]	-1.9%	-0.6%	-1.8%	177.3%[activator]	-11.4%[9.22 µM]
COc1cc(NS(=O)(=O)c2ccc(N/C=C(\C#N)c3nc4cc(Cl)ccc4o3)cc2)nc(OC)n1	6.3%[38.3 µM]	13.6%	4.9%	-9.2%	-5.7%	55.2%[activator]	?
O=C(O)c1csc(-n2nc(-c3ccccc3)cc2C(F)(F)F)n1	-7.7%	.	10.2%	-13.4%	5.5%	19.3%	.
CCOc1cccc2sc(NN)nc12	5.4%	-35.7%[inhibitor]	-24.3%	.	3.2%	0.8%	-0.1%
CCOC(=O)C(Oc1ccc2c(-c3ccccc3)cc(=O)oc2c1C)c1ccccc1 (stereo not drawn)	9.9%	-8.2%[10 µM]	8.7%	-2.8%	-0.6%	-2.8%	13.6%
Cc1ccc(C2SCCN2C(=O)c2ccc([N+](=O)[O-])cc2)cc1 (stereo not drawn)	5.1%	.	-2.4%	0.0%	0.4%	0.6%	25.5%
O=C(Nc1ccccc1)N1N=CCC1c1ccccc1 (stereo not drawn)	-0.5%	-12.8%	-0.2%	0.5%	6.4%	4.6%	15.7%
CCOC(=O)C1CCN(C(=O)Nc2ccc3c(c2)nc(C)n3C)CC1	34.4%[activator][38.3 µM]	0.1%[0.074 µM]	9.5%	10.8%	7.8%	-2.1%	4.3%
COc1ccc(CCNc2oc(-c3ccc(OC)c(OC)c3)nc2C#N)cc1	.	-34.2%	-26.0%	3.7%	3.0%	.	-1.9%
Cc1nc2ccccc2nc(C)c1=NOCc1cccc(F)c1	22.9%	-45.5%[inhibitor]	-11.9%	.	-8.9%	10.7%	-6.4%
O=c1c2nccnc2[nH]c(=S)n1Cc1ccccc1	-4.5%	9.7%	8.3%	3.3%	-4.6%	2.8%	-13.2%
CC(=O)Nc1ccc(S(=O)(=O)NNC(=O)COc2cccc(C)c2)cc1	-1.8%[38.3 µM]	-9.9%	-10.2%	4.1%	4.5%	3.0%	6.2%
CCN(C(=O)c1cccnc1)c1ccccc1	-6.9%[38.3 µM]	12.8%	7.6%	-0.5%	1.5%	8.4%	?
CC(=O)c1c(C)[nH]c(C(=O)OCC(=O)Nc2cc(C(F)(F)F)ccc2N2CCOCC2)c1C	-6.9%[38.3 µM]	8.7%[10 µM]	-5.7%	6.3%	-5.3%	-4.9%	13.6%
CCOc1ccc(S(=O)(=O)n2cnc3cc(C)c(C)cc32)cc1	13.1%	1.5%[10 µM]	-1.7%	1.5%	2.7%	1.1%	11.2µM*
CCOC(=O)c1c(C)[nH]sc1=S	14.1µM*	-12.6%	?	-7.8%	-0.8%	-7.5%	11.5%
O=C(NC(=S)Nc1cccc2ncccc12)c1cccs1	?	-59.1%	-4.4%	0.6%	-4.6%	3.9%	22.9%
Cc1cc(C(=O)CSc2nc3ccccc3n2CCC#N)c(C)n1Cc1cccs1	23.6%[38.3 µM]	-2.7%[10 µM]	0.5%	-7.0%	-18.3%	33.0%[activator]	0.3%
COc1cc2c(cc1NC(=O)COC(=O)[C@@H](NC(=O)c1ccccc1F)C(C)C)oc1ccccc12	5.7%	-4.1%[10 µM]	3.6%	4.3%	-3.3%	14.9%	1.0%
COC(=O)c1c(N2C(=O)[C@H]3[C@@H](C2=O)[C@]2(C(=O)Nc4c(C)cccc42)N2CCC[C@@H]32)sc(C)c1C	6.9%	.	0.2%	-1.9%	-6.1%	28.3%	15.2%
COCCN1C(=O)N[C@@H](c2ccc(Br)cc2)C(C(=O)OC)=C1C	2.6%&0.3%	.	-4.1%	-6.5%&-5.8%	-13.3%[15.4 µM]	-2.3%&-2.7%	-0.9%
CCC(Sc1nnnn1-c1ccccc1)C(=O)NC(C)c1ccccc1 (stereo not drawn)	20.6%[38.3 µM]	4.7%	4.0%	2.0%	-2.3%	0.9%	-7.4%
CC(C)N(C(=O)C1CC(=O)OC12CCCCC2)C(C)C (stereo not drawn)	3.9%[38.3 µM]	-2.4%	-9.0%	5.4%	-1.8%	7.6%	-2.9%
O=C(O)c1cc(=O)c2cc(Cl)ccc2o1	-30.6%[38.3 µM]	4.7%	3.4%	0.4%	-8.7%	-1.6%	8.9%
COc1cc(OC)cc(-c2nc(-c3ccc(Br)cc3)no2)c1	-6.9%[38.3 µM]	6.5%	6.4%	-2.8%	-2.1%	18.1%	11.8%
